Vif-APOBEC3F blk: qHTS for Inhibitors of Vif-A3F Interactions: qHTS; HeLa A3F-eYFP + Vif (tagged APOBEC3F with the HIV-1 protein that degrades it), YFP fluorescence increase; Potency, µM (series often up to 46.1 µM), inactives show at the highest dose activity, negative = active; 390,000 tested, 0.2% active; also: potency is read from the fitted curve at half-maximal effect; % of control where 0% means no effect; nearly all actives have a fitted effect of over 65% in size
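HeLa cells stably expressing Vif plus C-terminally eYFP-tagged A3F were seeded, incubated overnight at 37 deg C, dosed with compound, incubated overnight again at 37 deg C. Yellow fluorescence (Ex 488/Em 500-530) reported blocked Vif-mediated A3F-eYFP degradation.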
RXFP1 antagonist: qHTS Assay for Antagonists of the Relaxin Receptor RXFP1; activity change, negative = inhibition, % at 57.5 µM; 350,000 tested, 0.59% active; Relaxin receptor 1 (Homo sapiens), Q9HBX9; AID 1259400, 2018; HEK293-RXFP1, relaxin-stimulated cAMP HTRF, 30 min; hits give low values;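 active = activity change of -60% or lower, but not beyond a set lower limit; inconclusive = change between -60% and -40%, or beyond the set limit; inactive = change above -40%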; also: % is scaled to controls: 0 for no effect and ±100 for the full control effect
D1 ag: Allosteric Agonists of the Human D1 Dopamine Receptor: qHTS | HEK293 T-REx D1 cells, calcium flux, agonist mode | activation, % at 2 µM | 360,000 tested, 1% active | AID 504660, 2011; in the data active = activation above about 30%; also: 0% is about no effect
Target sequence (P21728 whole entry, looked up): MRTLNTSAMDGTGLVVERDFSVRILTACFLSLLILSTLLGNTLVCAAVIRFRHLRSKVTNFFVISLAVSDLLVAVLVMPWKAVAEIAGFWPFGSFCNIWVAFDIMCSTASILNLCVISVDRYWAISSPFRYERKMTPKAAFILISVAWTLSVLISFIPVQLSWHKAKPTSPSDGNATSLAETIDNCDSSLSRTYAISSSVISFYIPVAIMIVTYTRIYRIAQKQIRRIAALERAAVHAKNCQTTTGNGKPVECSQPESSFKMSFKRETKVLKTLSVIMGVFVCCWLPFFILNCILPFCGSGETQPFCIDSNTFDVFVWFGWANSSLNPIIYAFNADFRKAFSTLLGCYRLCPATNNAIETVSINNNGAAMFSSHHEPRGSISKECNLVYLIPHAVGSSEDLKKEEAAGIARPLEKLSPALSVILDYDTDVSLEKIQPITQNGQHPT
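Tetracycline-induced HEK293 TREx D1 cells, force-coupled to calcium signalling, were dye-loaded with a no-wash calcium kit. Compound was pin-added after a 10 s baseline. Fluorescence was read kinetically at 1 cycle/s for 180 s, with calcium rises flagged as agonism.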
D2 potentiator: HTS Assay for Positive Allosteric Modulators of the Human D2 Dopamine Receptor: Primary Screen for Potentiators. D(2) dopamine receptor (Homo sapiens), P14416. HEK293 T-REx D2, calcium flux, EC20 dopamine potentiation. potentiation, % at 10 µM. 340,000 tested, 0.34% active;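 active = potentiation over 3 SD above the plate norm, cut at about 30% in these data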; also: 0% is about no effect
Target sequence (P14416 whole entry, looked up): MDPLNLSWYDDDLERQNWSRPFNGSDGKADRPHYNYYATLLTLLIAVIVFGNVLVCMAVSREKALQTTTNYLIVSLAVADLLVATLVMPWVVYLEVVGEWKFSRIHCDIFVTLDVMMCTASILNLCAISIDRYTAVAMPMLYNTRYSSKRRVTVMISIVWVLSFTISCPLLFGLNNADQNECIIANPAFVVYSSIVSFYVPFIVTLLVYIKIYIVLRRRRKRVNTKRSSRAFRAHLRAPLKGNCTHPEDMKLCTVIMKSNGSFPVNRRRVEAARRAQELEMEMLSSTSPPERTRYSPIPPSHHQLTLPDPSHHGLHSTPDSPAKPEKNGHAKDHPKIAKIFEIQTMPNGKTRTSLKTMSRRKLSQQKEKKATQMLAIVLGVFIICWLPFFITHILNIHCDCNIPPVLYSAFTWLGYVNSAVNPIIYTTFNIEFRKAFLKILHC
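Tetracycline-induced HEK293 T-REx cells force-coupled to calcium signalling expressed D2; compounds were pin-added after a 10 s baseline, read kinetically 180 s, then an EC20 dopamine challenge followed with a further 180 s calcium read.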
D1 potentiator: Potentiators of Human D1 Dopamine Receptor: qHTS. potentiation, % at 10 µM. HEK293 TREx D1 cells, calcium flux, dopamine EC20 potentiation. 360,000 tested, 0.036% active. D(1A) dopamine receptor (Homo sapiens), P21728. AID 504651, 2011; in the data active = potentiation above about 30%; also: 0% is about no effect
Vif-A3G inh: qHTS for Inhibitors of Vif-A3G Interactions: qHTS; HeLa A3G-eYFP + Vif (tagged APOBEC3G with the HIV-1 protein that degrades it), YFP fluorescence, overnight; Potency, µM (doses to about 46.1 µM), without a hit: top-dose activity, negative = active, actives largely listed as inhibitors; 410,000 tested, 0.076% active; DNA dC->dU-editing enzyme APOBEC-3G (Homo sapiens), Q9HC16; AID 602310, 2012;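 also: potency is read from the fitted curve at half-maximal effect; % is scaled to controls: 0 for no effect and ±100 for the full control effect; nearly all actives have a fitted effect of over 60% in size; hits raise eYFP signal because A3G escapes Vif-driven loss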
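Read-out is eYFP fluorescence (Ex 488/Em 500-530) from Vif-expressing HeLa A3G-eYFP cells; more signal means A3G escaped Vif-mediated degradation. Cells plated overnight, compound pinned in, incubated overnight at 37 deg C.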
GRP78 ERSR act: qHTS for Inducers of the Endoplasmic Reticulum Stress Response (ERSR) in Human Glioma: qHTS; AID 602332, 2012; 420,000 tested, 0.02% active; U87-MG GRP78 promoter luciferase reporter, 16 h; Potency, µM, for inactives: at the highest dose activation, hits mostly activators; also: potency is read from the fitted curve at half-maximal effect; series mostly up to about 76 µM; % of control where 0% means no effect; nearly all actives have a fitted effect of over 35% in size
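ERSR induction read as luciferase luminescence (Bright-Glo, 10 min at room temperature) in stably transfected human U87-MG glioma cells exposed to compounds for 16 h, using GRP78 as sensor.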
RXFP1 ag: qHTS Assay for Agonists of the Relaxin Receptor RXFP1. HEK293T-RXFP1 cAMP TR-FRET, 30 min; response scale: percent of porcine relaxin response, buffer zero. Relaxin receptor 1 (Homo sapiens), Q9HBX9. Potency, µM (highest dose often 57.5 µM), for inactives: top-dose activation, hits mostly activators. 370,000 tested, 0.3% active; also: potency is read from the fitted curve at half-maximal effect; % is scaled to controls: 0 for no effect and ±100 for the full control effect; nearly all actives have a fitted effect of over 60% in size; many of its hits are not listed in these tables
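Agonist response is measured as cAMP accumulation in an RXFP1-transfected HEK293T line under PDE4 inhibition. Values are scaled between buffer-only and 29 nM porcine relaxin, and EC50s come from standard Hill equation fits.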
D1 antagonist: Antagonist of Human D 1 Dopamine Receptor: qHTS. HEK293 TREx D1 cells, calcium flux, dopamine EC80; hits give low values. activity change, negative = inhibition, % at 10 µM. 360,000 tested, 3.2% active. AID 504652, 2011; in the data active = activity change below about -30%; also: % is scaled to controls: 0 for no effect and ±100 for the full control effect
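Tetracycline-induced HEK293 Trex D1 cells, force-coupled to calcium, dye-loaded; compounds added and read 180 s, then EC80 dopamine added and calcium flux tracked kinetically another 180 s.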
Numbers without * were called inactive; ? = inconclusive; nt = not tested or not shown; & = joins results of further samples. Unless noted, calls follow the shape of the dose curve; as a rule, active = well fitted curve in the direction sought with a large enough effect; inconclusive = small, poorly fitted or top-dose-only effect, or another doubt; inactive = no such curve, though single readings can be large; an effect the other way counts as inactive or inconclusive. Some of the compounds tested. The share of hits here may be higher or lower than overall.

SMILES | Vif-APOBEC3F blk | RXFP1 antagonist | D1 ag | D2 potentiator | D1 potentiator | Vif-A3G inh | GRP78 ERSR act | RXFP1 ag | D1 antagonist
COc1ccc(CNC(=O)C2=Cc3cccc(OC)c3OC2)cc1OC | 4.3% | -3.6 | 7.8 | -8.2 | -1.9 | 0.5% | -1.2% | 1.0% | -19.9
N#Cc1ccc(NC2c3ccccc3CC2O)cc1 (stereo not given) | 6.8% | 2.7 | nt | nt | nt | -1.7% | -4.6% | nt | nt
CC1(C)CC(=O)C=C(NCc2ccc(C(=O)O)cc2)C1 | -18.6% | -5.2 | 3.3 | 7.1 | 15.3 | 3.8% | -3.0% | 3.2% | 5.0
COc1ccc(Oc2nc(-c3ccccc3)ncc2S(=O)(=O)c2ccccc2)cc1 | -1.2% | -8.1 | 8.5 | -2.1 | -11.0 | -2.1% | -2.0% | 1.9% | 2.8
Cc1cc(-c2cccc([N+](=O)[O-])c2)nc2ccc3ccccc3c12 | -0.8% | -3.5 | 0.6 | -0.2 | 2.8 | -5.5% | 0.7% | -2.3% | 22.9
CCOC(=O)c1c(S(=O)(=O)N2CCCCCC2)c(C)n(C)c1C | -4.3% | 16.0 | -0.1 | 3.1 | -6.0 | 2.5% | -3.4% | -0.3% | -9.1
O=C(Cc1ccc(NS(=O)(=O)c2ccc(Cl)c(Cl)c2)cc1)NCCN1CCOCC1 | -22.8% | -12.7 | 1.4 | -0.5 | -1.6 | -3.6% | -2.4% | 0.4% | 3.3
CO/N=C(\Cn1ncc(N2CCOCC2)c(Br)c1=O)c1ccc(Cl)cc1 | -1.3% | -1.6 | 0.2 | 1.3 | 3.1 | -3.9% | -1.4% | 0.1% | -0.8
CC(C)C12CN3CC(C(C)C)(CN(C1)C31C(=O)Nc3ccccc31)C2=O (stereo not given) | -0.2% | 3.2 | 2.3 | 7.6 | -0.1 | -2.8% | -0.9% | -1.8% | -2.4
CC(C)c1ccc(N2C(=O)CC(Sc3ncccn3)C2=O)cc1 (stereo not given) | -9.1% | 2.0 | 1.8 | 7.3 | -8.0 | 2.3% | -3.1% | 3.2% | -21.4
COC(=O)c1ccc(CNC(=O)COC(=O)c2ccc(N(C)C)cc2)cc1 | 6.9% | -2.5 | 3.2 | -3.8 | -1.0 | -2.4% | 0.8% | -0.7% | -24.2
Brc1ccccc1-c1nnc(CSc2nncn2-c2ccccc2)o1 | -7.4% | 7.2 | 7.1 | 12.1 | -0.2 | 0.8% | 2.9% | -0.8% | -23.3
CCc1nnc(NC(=O)c2ccc3ccccc3n2)s1 | ? | 1.2 | -0.5 | 4.8 | 3.5 | 0.9% | -5.6% | 3.4% | -17.9
COc1cc(C(=O)N/N=c2/sc3ccccc3n2C)cc(OC)c1OC | -19.9% | 2.0 | -1.4 | 2.0 | -2.8 | -19.7% | 1.3% | -0.4% | 1.7
Cc1nc(SCC(=O)N2CCOCC2)c2c3c(sc2n1)CCC3 | -3.2% | -10.4 | nt | nt | nt | 1.3% | -2.8% | nt | nt
Cc1cccc(NC(=O)CSc2nc3c(oc4ccccc43)c(=O)n2-c2ccc(F)cc2)c1 | 10.7% | nt | 3.6 | 11.1 | 0.6 | 6.2% | -1.0% | 3.8% | 5.8
CCOC(=O)c1cc(-c2ccc(F)cc2)n(CC(=O)N2CCCC2)c1C | 4.6% | 1.7 | 1.4 | 10.3 | -3.3 | 0.1% | -0.8% | -0.5% | 10.9
O=C(Cc1coc(-c2ccc(F)cc2)n1)N1CCOCC1 | 2.5% | -11.7 | 2.0 | -8.6 | 1.0 | -12.3% | -0.9% | -0.3% | 9.3
COc1cc(CN2CCC(C(=O)N3CCN(c4ccccc4F)CC3)CC2)cc(OC)c1O | 4.6% | -1.8 | -0.3 | 0.4 | -0.3 | 0.4% | 1.4% | 0.8% | 1.2
CCOc1ccccc1N(C(=O)CNS(=O)(=O)c1ccccc1)C(CC)C(=O)NCc1ccco1 (stereo not given) | -3.8% | -12.5 | 4.2 | 5.6 | 8.6 | 0.0% | -5.4% | -0.1% | 9.9
Cn1ncnc1SCc1cn2cccnc2n1 | 2.5% | 0.9 | 2.3 | 7.0 | 1.6 | -2.5% | 1.4% | 7.6% | -1.6
COc1ccc(C(CC(=O)O)c2ccc3c(c2)OCO3)cc1 (stereo not given) | 0.2% | -7.2 | 3.1 | 8.4 | -4.5 | 2.5% | -2.2% | 0.7% | -14.0
COC(=O)c1sccc1-n1cccc1C(=O)C(=O)N1CCCCC1 | nt | 0.5 | 0.0 | 1.3 | -6.7 | 2.7% | -2.0% | -4.0% | 14.1
COc1ccc(-c2c(NC(=O)c3ccco3)oc3ccccc3c2=O)cc1OC | -2.3% | nt | 0.7 | 11.0 | 4.5 | 1.5% | -3.7% | 1.7% | -5.8
COc1cccc(-n2c(CCn3nc(C)c([N+](=O)[O-])c3C)n[nH]c2=S)c1 | -3.9% | 11.3 | -0.5 | 17.1 | -5.5 | 0.8% | -3.5% | 3.3% | 7.5

Exported field by field: 2 of the compounds above
CCOc1ccccc1N(C(=O)CNS(=O)(=O)c1ccccc1)C(CC)C(=O)NCc1ccco1 (stereo not given)
  Vif-APOBEC3F blk: -3.8%	RXFP1 antagonist: -12.5	D1 ag: 4.2	D2 potentiator: 5.6	D1 potentiator: 8.6	Vif-A3G inh: 0.0%	GRP78 ERSR act: -5.4%	RXFP1 ag: -0.1%	D1 antagonist: 9.9

Cn1ncnc1SCc1cn2cccnc2n1
  Vif-APOBEC3F blk: 2.5%	RXFP1 antagonist: 0.9	D1 ag: 2.3	D2 potentiator: 7.0	D1 potentiator: 1.6	Vif-A3G inh: -2.5%	GRP78 ERSR act: 1.4%	RXFP1 ag: 7.6%	D1 antagonist: -1.6

Further entries follow.
SMILES | Vif-APOBEC3F blk | RXFP1 antagonist | D1 ag | D2 potentiator | D1 potentiator | Vif-A3G inh | GRP78 ERSR act | RXFP1 ag | D1 antagonist
CCN(CC)S(=O)(=O)c1ccc2oc(C(=O)NCc3ccc(F)cc3)c(C)c2c1 | 3.2% | -0.3 | 8.0 | 1.5 | -5.1 | 6.7% | -2.5% | 1.5% | -2.1
CC1(C)CC2(CCO1)C(Nc1ccccc1)=NC(=S)N2c1ccccc1 (stereo not given) | 14.6% | -20.5 | 8.0 | 5.4 | -0.9 | 1.5% | -6.4% | 1.0% | -8.2
CC(C)(C)OC(=O)N1Cc2cc3ccccc3nc2C1 | -6.3% | -1.8 | nt | nt | nt | 0.2% | -0.7% | nt | nt
COC(=O)c1cc(Br)ccc1NC(=O)CSCc1c(C)noc1C | ? | 0.1 | 6.5 | -8.0 | -3.7 | 4.5% | -2.0% | 2.0% | 1.5
O=C(COc1ccc2c3c(c(=O)oc2c1)CCC3)c1ccc2c(c1)OCO2 | 4.3% | 13.9 | 2.7 | 9.4 | 0.5 | -3.3% | -3.3% | 1.1% | 16.0
CCCCn1nc(NC(=O)COC)c2cc3cc(OC)ccc3nc21 | -1.0% | 7.5 | 0.5 | -6.6 | -5.0 | -12.4% | 3.7% | 3.9% | -7.3
COc1cccc(NC(=O)c2cccc3c(=O)c4c([nH]c23)CCCC4)c1 | -16.8% | 1.7 | -0.1 | 4.1 | 0.9 | -5.0% | -5.9% | -0.1% | 6.2
CNC(=O)C(=O)NCC1CCCN1S(=O)(=O)c1cccs1 (stereo not given) | 0.9% | 14.9 | 1.3 | -0.5 | 1.9 | -0.9% | -5.8% | 0.7% | 12.0
CCOc1ccc(S(=O)(=O)N2CCN(Cc3ccco3)CC2)cc1 | -1.4% | -1.9 | 0.2 | 2.5 | 1.6 | -2.2% | -4.4% | 0.4% | -3.8
COc1ccc(N2CC(C(=O)Nc3ccc4c(c3)OCO4)CC2=O)cc1 (stereo not given) | -1.6% | 0.7 | 0.9 | -1.1 | -0.3 | -0.7% | -1.6% | 0.5% | -5.4
Cc1cc(C)nc(N2CCC(C(=O)Nc3nnc(C)s3)CC2)n1 | 2.7% | -5.2 | 0.9 | -2.9 | 4.5 | 1.6% | -0.3% | 1.6% | 9.0
CCCn1c(=O)c2[nH]c(-c3ccc(OCC(=O)Nc4ccc(C#N)cc4)cc3)nc2n(CCC)c1=O | -0.1% | nt | -2.1 | -4.9 | -4.7 | -5.3% | -2.5%&-0.7% | -1.2% | 6.5
COc1ccc(/C=C/c2nc(S(=O)(=O)c3ccccc3)c(N(C)C)o2)cc1 | -13.5% | 18.8 | 1.1 | 5.1 | 5.0 | 2.6% | -2.5% | -0.2% | -9.9
O=C(COc1ccc(F)cc1)Nc1ccc(OCc2cc(=O)n3ccsc3n2)cc1 | -0.9% | nt | -0.7 | 8.6 | -2.5 | 6.6% | -2.6% | ? | -1.7
COc1ccc(-c2nc3c(c(SCC(=O)Nc4ccc(C(=O)O)cc4)n2)Cc2ccccc2O3)cc1 | 5.2% | -17.9 | 1.7 | 2.9 | -1.3 | 3.8% | -0.8% | 21.7% | -4.6
NC(=O)c1cc2c3ccccc3ccn2c1-c1ccccc1 | 0.2% | 5.0 | 1.5 | 11.4 | -1.3 | ? | -4.5% | 0.4% | 5.7
CCOC(=O)c1sc(C)c(C(N)=O)c1NC1=NCCCCC1 | 13.7% | 15.1 | 4.6 | 17.5 | -4.2 | -0.4% | -2.2% | 2.5% | 9.9
CCCCNC(=O)Cc1ccc(C)cc1 | -4.0% | -6.5 | 1.8 | -8.5 | -4.3 | 1.4% | -2.5% | -1.9% | -2.0
Cn1c2ccccc2c2cnn(CC(=O)Nc3cccc(F)c3)c(=O)c21 | 1.1% | -23.7 | 4.5 | -1.7 | -3.9 | 0.1% | -1.5% | 16.6% | -10.1

Compound activity deposited in PubChem BioAssay by National Center for Advancing Translational Sciences (NCATS).
